High-throughput results (PubChem BioAssay)
RAD52 inh – blocks human RAD52 DNA annealing; recombinant RAD52 DNA annealing, FRET fluorescence; inhibition, % at 18.7 µM; 360,000 tested, 0.46% active; AID 651710;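 active = every replicate showing at least 50% inhibition; inconclusive = mean inhibition at least 50% but not in every replicate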
Casp6 inh – inhibitors of human caspase-6. 350,000 tested, 0.53% active. purified caspase-6, Z-VEID-R110 cleavage fluorescence. inhibition, % at 12.5 µM. P55212;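 active = mean inhibition across replicates at least about 35%, with every replicate also reaching that limit, limit read from the data; inconclusive = only one of the two criteria met; inactive = neither criterion met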;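 also: 0% = median of neutral control wells and 100% = no fluorescence left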
Target sequence (P55212 24-179 limits assumed): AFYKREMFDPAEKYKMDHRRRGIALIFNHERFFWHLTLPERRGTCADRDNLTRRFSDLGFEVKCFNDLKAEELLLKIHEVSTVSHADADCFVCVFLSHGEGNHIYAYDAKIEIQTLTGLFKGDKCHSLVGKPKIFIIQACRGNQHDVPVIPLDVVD
Target sequence (P55212 194-293 limits assumed): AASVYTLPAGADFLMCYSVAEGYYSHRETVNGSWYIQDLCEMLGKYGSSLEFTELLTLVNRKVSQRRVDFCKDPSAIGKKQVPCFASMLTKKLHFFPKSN
F508del corr – correctors of CFTR F508del function in bronchial epithelial cells; CFBE cells, YFP halide quenching; stimulated with forskolin plus potentiator P3; % fluorescence drop versus neutral controls; activity (quench increase), % at 7.58 µM; 350,000 tested, 0.36% active; AID 720511;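 active = mean added fluorescence quench of at least 8% versus neutral control, with both replicates also reaching 8%; inconclusive = only one of the mean or replicate conditions met; inactive = mean below 8% and not both replicates reaching 8%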;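 also: cells transiently co-express mutant CFTR-F508del with the halide-sensitive YFP; corrector assay measuring rescue of mutant channel to the surface after 24 h compound exposure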
Xi reactivation – reactivates the inactive X chromosome in mouse fibroblasts; XiGFP mouse fibroblasts, % GFP-positive cells imaging, 3 d; cells co-treated with 5-aza-dC sensitizer; scaled so ellipticine positive control = 100%; activation, % at 7.58 µM; 360,000 tested, 0.055% active; AID 743238;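 active = mean normalized replicate activation at least 10% and every replicate at or above 10%; inconclusive = only one of the two criteria met; inactive = mean below 10% and not all replicates reach 10%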;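 also: 0% = median of on-plate neutral control wells and 100% = ellipticine 6 µM median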
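System: SV40-immortalized XiGFP fibroblast cells, line 68-5-11 / Incubation: 3-day compound exposure, then 15 min fixation at room temperature / Compound: single concentration per compound, delivered by pin transfer / Buffer or medium: DMEM plus 5-aza-dC sensitizer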
RAD54 inh – inhibitors of human RAD54 branch migration; inhibition, % at 10.4 µM; RAD54 Holliday junction branch migration, FAM/BHQ fluorescence; Q92698; 360,000 tested, 0.14% active;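 active = mean normalized replicate activity at least 40 and at least half of replicates scoring 40 or more; inconclusive = only one of the two criteria met; inactive = mean below 40 and under half of replicates reaching 40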;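 also: 0% = median of neutral control wells and 100% = median of positive control wells; inhibitors cause a drop in the FAM fluorescence signal; in these data hits start at about 50%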
Target sequence (Q92698 whole entry, looked up): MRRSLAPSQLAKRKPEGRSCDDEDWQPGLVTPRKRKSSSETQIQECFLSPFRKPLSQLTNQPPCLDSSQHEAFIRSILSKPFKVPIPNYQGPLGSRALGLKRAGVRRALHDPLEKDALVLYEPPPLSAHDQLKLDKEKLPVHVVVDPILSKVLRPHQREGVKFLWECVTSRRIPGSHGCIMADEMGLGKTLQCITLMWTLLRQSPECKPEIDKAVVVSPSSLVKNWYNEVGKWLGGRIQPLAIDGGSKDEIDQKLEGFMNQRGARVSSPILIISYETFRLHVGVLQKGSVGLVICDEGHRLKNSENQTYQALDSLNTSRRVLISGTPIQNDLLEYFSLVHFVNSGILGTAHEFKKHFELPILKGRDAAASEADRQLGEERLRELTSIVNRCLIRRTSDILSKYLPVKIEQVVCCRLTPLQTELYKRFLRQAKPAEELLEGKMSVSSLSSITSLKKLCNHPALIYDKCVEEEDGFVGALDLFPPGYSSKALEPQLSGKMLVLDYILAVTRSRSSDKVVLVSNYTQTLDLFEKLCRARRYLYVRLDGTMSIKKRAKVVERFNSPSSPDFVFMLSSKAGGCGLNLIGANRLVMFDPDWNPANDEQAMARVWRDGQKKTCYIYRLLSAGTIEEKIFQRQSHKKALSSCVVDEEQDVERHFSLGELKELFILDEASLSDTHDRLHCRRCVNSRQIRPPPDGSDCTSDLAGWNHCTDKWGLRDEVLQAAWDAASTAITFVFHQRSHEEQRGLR
E-selectin induc – induces E-selectin expression in human endothelial cells. P16581. HUVEC E-selectin immunofluorescence imaging; normalized: neutral wells 0, TNF-alpha wells 100. activation, % at 7.58 µM. 260,000 tested, 0.37% active. AID 686992;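 active = mean E-selectin-positive cell signal at least 10% of the positive control, reached in at least 60% of replicates, without over 20% cell loss; inconclusive = no rule given, readout overlaps actives, possibly toxicity-flagged; inactive = the rest, including those meeting only one limit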;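 also: in these data hits start at about 27%; measured in HUVEC primary endothelial cells; signal is the percent of cells scored E-selectin positive by PE staining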
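assay system = HUVEC, human umbilical vein endothelial cells | input = 3,000 HUVEC seeded per well | medium = EGM-2 growth medium on 0.1% gelatin-coated wells | dosing = one compound dose added by pin transfer | signal = immunofluorescence imaging | read-out basis = % PE-positive cells | control set = TNF-alpha, DMSO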
INS-1E GSIS act – GLuc luminescence reporter in INS-1E cells, primary screen for activators of glucose-dependent secretion of insulin | INS-1E GLuc reporter insulin secretion, 2-3 h | activation, % at 16.6 µM | 370,000 tested, 0.61% active | AID 743287;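 active = lowest replicate activation of at least 40%, so every replicate reaches that level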;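 also: 0% = median of neutral control wells and 100% = median of IBMX positive control wells; some compounds called inactive have numbers as strong as hits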
DENV2 CPE rescue – inhibitors of DENV2 cytopathic effect; DENV2-infected cells, cytopathic effect rescue, plate reader; CPE inhibition, % at 9.99 µM; 350,000 tested, 1.7% active; AID 651640; in the data active = CPE inhibition above about 20%, passing the limit was not always enough; inconclusive = no clear call, values can overlap the other calls; tested in BHK-21 cells;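 also: 0% = median of neutral control wells and 100% = median of positive control wells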
* = called active by the depositor; i = inactive; u = inconclusive; x = no result given.

Results follow in this order: RAD54 inh, Xi reactivation, DENV2 CPE rescue, F508del corr, Casp6 inh, RAD52 inh, INS-1E GSIS act, E-selectin induc
> N#CCc1cc2ccc3cccc4ccc(c1)c2c34
  x, -0.1, -0.2, -0.6, 1.9, -44.4, x, -2.5
> CCCC(C(=O)Nc1cccc(S(=O)(=O)N2CCCC2)c1)c1ccccc1 (stereo not given)
  x, 0.0, -0.9, -0.4, 0.1, 4.8, -40.4, -0.3
> Cc1cccc(COc2ccc(/C=N/NC(=O)c3nnn(-c4nonc4N)c3CN3CCCCC3)cc2)c1
  -9.9, 0.0, -2.1, -1.5, -0.8, -21.4, 9.3, x
> Cc1cccc(NC(=O)C2CC2c2ccccc2)c1C (stereo not given)
  5.5, 0.2, -1.2, -3.0, 0.8, -23.9, 3.9, 0.0
> CCN1CC(=O)N2[C@@H](CO)[C@H](c3ccc(-c4ccccc4F)cc3)[C@@H]2C1
  x, 0.0, -9.1, 3.8, 1.1, -10.5, 17.8, -0.2
> Cc1ccc(OCc2n[nH]c(=S)n2Cc2ccccc2)cc1
  -6.8, 0.2, 8.3, 1.9, -0.3, -11.6, 7.2, -0.1
> CCCN(C)C[C@@H]1OCCCC[C@H](C)Oc2ccc(NS(=O)(=O)c3ccc(C)cc3)cc2C(=O)N([C@@H](C)CO)C[C@H]1C
  12.6, -1.1, -9.4, 1.9, -0.2, 45.0, -4.1, -0.2
> Cc1cccc(-c2noc(CCC(=O)NCc3ccco3)n2)c1
  -3.4, x, 0.3, -0.6, -3.4, -4.7, x, x
> CCCc1ccc(Oc2cc(Cl)nc(N)n2)cc1
  x, 0.1, -0.1, x, 1.3, -4.5, 11.9, -2.4
> CCOC(=O)C1(C)/C(=N/Nc2ccccc2OC)C(=O)C(=O)N1c1ccccc1 (stereo not given)
  x, 0.0, -4.7, -1.1, 2.4, -20.9, -16.9, 3.0
> O=C(NCc1ccccc1F)c1ccc(S(=O)(=O)N2CCCC2)cc1
  -3.1, -0.1, 11.8, -1.2, -0.5, -14.2, -8.5, 0.3
> Cc1ccc(N2CC(C(=O)Nc3nc4ccc(S(C)(=O)=O)cc4s3)CC2=O)cc1 (stereo not given)
  -18.8, -0.1, 5.4, 2.9, 16.0, -14.4, -2.0, -0.5
> Cc1cccc2c1-c1sc(C(=O)NCCCN3CCCC(C)C3)cc1CO2 (stereo not given)
  53.6*, 0.0, -4.6, 0.8, 1.0, 42.9, 20.5, x
> COc1ccccc1C#Cc1ccc2c(c1)O[C@@H](CN(C)Cc1ccccc1)[C@@H](C)CN([C@@H](C)CO)S2(=O)=O
  -2.3, -1.3, 15.7, -1.2, -0.3, 11.8, -4.4, -0.4
> COc1ccc(C=CC(=O)c2ccc(OC)c(OC)c2O)cc1OC
  -3.8, 0.0, 11.1, 1.0, -0.2, -0.6, -15.1, x
> Cc1cc(C)n(CCC(=O)N2CCN(S(=O)(=O)c3ccccc3)CC2)n1
  13.8, 0.4, 0.7, -0.1, 2.3, -12.3, 8.2, 0.1
> C[C@H]1CN([C@@H](C)CO)C(=O)c2cccc(NS(=O)(=O)c3ccc(Cl)cc3)c2O[C@@H]1CN(C)Cc1ccc(Oc2ccccc2)cc1
  3.7, 0.1, -2.9, 2.0, -0.6, -13.0, -21.3, -0.2
> Cc1ccc2nc(NCc3ccccc3)c(C=NCc3cccnc3)c(=O)n2c1
  x, 0.0, -6.9, 2.1, -3.0, -17.8, -13.2, x
> O=C(C[C@H]1C[C@@H]2c3cc(NC(=O)Nc4ccc(C(F)(F)F)cc4)ccc3O[C@@H]2[C@@H](CO)O1)NC1CCCCC1
  -2.2, 0.1, 4.8, -0.6, -3.7, -5.9, 3.9, 0.3
> C#CCOCCOCCOCCNc1nc(N2CCOCC2)nc(N2CCN(C(=O)[C@H]([C@@H](C)O)n3cc(CCCCN)nn3)CC2)n1
  -13.8, 0.0, -47.7, -0.8, -9.1, 4.6, -4.3, -0.1
> COC(=O)c1c(NC(=O)/C=C/C(=O)O)sc(C)c1-c1ccc(C)cc1
  1.9, 0.0, 7.4, -3.5, 6.2, -12.1, -5.1, x
> O=C1Nc2ccc(S(=O)(=O)NCCCO)c3cccc1c23
  -4.7, 0.0, -5.9, 0.0, -2.6, -1.0, 5.5, x
> O=C(Nc1cccc(Cl)c1N1CCOCC1)c1cccnc1
  -3.2, -0.1, 3.2, -2.9, -2.1, -0.4, 3.1, 0.1
> CCCc1cnc(N2CCN(S(C)(=O)=O)CC2)nc1
  x, 0.1, 0.7, 0.9, -6.7, -2.4, 23.1, x
> O=C(COC(=O)c1cccnc1Cl)c1ccccc1
  2.5, x, -4.3, 0.2, 0.0, 11.4, 40.0, x
> CCOC(=O)C1(CC2CC2)CCN(Cc2cn[nH]c2-c2cccc(F)c2)CC1
  x, 0.0, x, 2.2, 2.6, -1.1, -18.3, x
> COc1ccc(C(=O)NCC(=O)OCc2nc(N)nc(Nc3ccccc3C)n2)cc1
  -1.0, 0.0, 15.3, 1.1, -0.4, -14.1, 1.6, 0.1
> CN(C)CCCNC(=O)C[C@H]1CC[C@H]2[C@H](COc3ccc(NC(=O)NC4CCCC4)cc3C(=O)N2C)O1
  -2.6, 0.0, 1.0, 0.0, -1.0, -9.8, 8.1, 0.0
> COc1ccc(CSCC(=O)N/N=C/c2ccccc2O)cc1
  x, 0.0, -0.9, 4.8, -7.2, -7.2, -5.7, x
> CC(C)NC(=O)Nc1ccc2c(c1)C(=O)N([C@H](C)CO)C[C@H](C)[C@H](CN(C)Cc1ccc(C(=O)Nc3ccccc3N)cc1)OCCCC[C@@H](C)O2
  x, 0.0, -2.3, 0.3, 0.5, 16.1, 17.0, x
> CNC[C@@H]1Oc2ncc(-c3cccc(C(=O)N(C)C)c3)cc2C(=O)N([C@H](C)CO)C[C@@H]1C
  2.3, 0.4, x, -2.3, 3.8, -8.0, 7.0, -0.5
> CC(C)c1ccc(NC(=O)c2ccc3snnc3c2)cc1
  -0.8, 0.0, 1.3, 1.9, 3.1, -3.1, 18.6, 0.0
> O=[N+]([O-])c1cnc2ccccn12
  -8.7, 0.0, 1.1, -0.4, -1.7, -0.1, 4.8, 4.0
> CN1CCN(C(=S)NC(=O)c2ccc(C(C)(C)C)cc2)CC1
  -2.6, 0.0, 5.7, 1.5, 0.2, 14.9, x, x
> C[C@@H]1CCCCO[C@@H](CN(C)CC2CCCCC2)[C@H](C)CN([C@@H](C)CO)C(=O)c2cc(NS(=O)(=O)c3cn(C)cn3)ccc2O1
  4.6, -0.8, -0.2, -1.2, -1.7, -7.1, -7.8, x
> O=C(COC(=O)c1cccnc1Cl)c1ccc2c(c1)OCCO2
  -1.6, 0.3, -2.6, 0.5, x, -3.8, 31.6, 0.2
> COc1ccc(-c2ccc(-c3cc(=O)oc4cc(OC)c(OC)c(OC)c34)cc2)cc1F
  -11.7, 0.2, -3.0, -1.9, -1.5, -9.4, 18.7, 0.3
> CC(C)(O)C#Cc1ccc([C@H]2[C@H](CO)N3CCCCN(C(=O)c4ccc(F)cc4)C[C@@H]23)cc1
  10.8, 0.0, 21.2*, 0.6, -3.3, -10.1, 1.7, -0.2
> COc1ccc(CCNCC(=O)Nc2ccc(C)c(S(=O)(=O)N(C)C)c2)cc1OC
  4.0, 0.2, 1.8, 2.0, 1.9, -15.1, 6.1, x
> Cc1ccc(S(=O)(=O)N2C[C@H]3[C@H]4C(=O)N(C)C(=O)[C@H]4CC(=O)[C@H]3[C@@H]2c2ccccc2Cl)cc1
  -0.9, 0.1, -1.7, -3.4, -0.5, -8.8, -5.0, 1.1
> CCOC(=O)c1ccc(NC(=S)N2CCN(C)CC2)cc1
  3.3, 0.0, u, 0.6, -10.1, -1.4, 1.3, 0.3
> O=C(COC(=O)c1cccc(F)c1)Nc1cccnc1Cl
  -3.8, -0.1, x, -5.2, 0.0, -16.1, 0.9, -3.2
> CCOc1ccccc1NC(=O)c1ccc2[nH]c(C)c(C)c2c1
  -1.0, 0.0, -7.4, -3.2, 1.3, -13.0, -4.8, 0.2
> O=C(COc1ccc(Cl)cc1)Nc1cccc(S(=O)(=O)NC2=NCCCCC2)c1
  -0.8, 0.0, u, -1.1, 3.7, -4.3, -4.5, -1.9
> O=C(NC(=S)Nc1nc(-c2cccc3ccccc23)cs1)c1cc2ccccc2o1
  x, -0.1, 16.7, 2.0, 3.8, -8.8, 4.4, x
> COc1ccc(-c2cnc3c(c2)C(=O)N([C@H](C)CO)C[C@H](C)[C@H](CN(C)S(=O)(=O)c2ccc(F)cc2)O3)cc1
  -6.0, -1.3, 11.9, 5.6, -2.8, 6.1, -28.2, 0.6
> Cc1ccc(S(=O)(=O)N(C)C[C@H]2Oc3ccc(NC(=O)CCN4CCOCC4)cc3C(=O)N([C@@H](C)CO)C[C@H]2C)cc1
  2.3, -0.9, -8.8, -1.2, 0.6, -2.0, 18.9, 0.0
> COc1ccc(C#Cc2ccc([C@H]3[C@@H](CO)N4CCCCN(Cc5ccccc5F)C[C@H]34)cc2)cc1
  12.4, 0.1, -34.0, 0.0, -1.2, -23.4, -2.7, -0.2
> Cc1ccc(NC(=O)c2cc([N+](=O)[O-])ccc2N2CCOCC2)cc1C
  -1.2, 0.3, 0.3, -5.0, 2.6, -15.1, x, -1.4
> Cc1nc2sccn2c(=O)c1S(=O)(=O)NCCc1ccc(Cl)cc1
  -7.0, 0.0, 7.0, 0.2, x, -45.2, 20.7, x
> CNC[C@@H]1OCCCC[C@@H](C)Oc2ccc(NC(=O)c3ccccc3)cc2C(=O)N([C@@H](C)CO)C[C@@H]1C
  4.9, 0.0, -6.9, -2.9, 2.0, -78.8, 4.7, 0.3
> O=C(c1cnccn1)N1CC(=O)N2[C@H](C1)[C@H](c1ccc(C#CCc3ccccc3)cc1)[C@@H]2CO
  x, 0.2, 1.6, 0.8, 0.4, 7.4, -3.9, 0.0
> O=C(O)COc1cnc2ccccc2n1
  -4.9, 0.0, -8.7, 2.9, 2.1, i, -0.3, x
> Cc1nc(NC(=O)c2ccccc2O)sc1C
  -29.2, 0.1, -1.6, -1.9, -2.7, -5.8, 9.1, x
> O=C1CSC(c2cccnc2)N1c1ccccc1 (stereo not given)
  -8.3, 0.0, 8.3, -0.8, -0.6, -10.8, 4.3, -0.2
> COc1ccc(S(=O)(=O)N(C)C[C@@H]2Oc3ccc(NC(=O)CCCN(C)C)cc3C(=O)N([C@@H](C)CO)C[C@H]2C)cc1
  -6.4, 0.0, 7.7, 1.3, 2.1, 2.6, 4.3, 5.0
> CC(C)(C)NC(=O)/C=C/c1ccc(C(F)(F)F)cc1
  x, 0.1, x, -1.1, -3.7, -7.1, -0.5, x
> Cc1cccc(OC(C)C(=O)Nc2ccccc2C(=O)N2CCCCC2)c1 (stereo not given)
  5.1, -0.1, 2.6, -0.3, -1.8, -12.5, 21.3, -1.4
> COc1ccc(S(=O)(=O)Nc2ccc3c(c2)C(=O)N([C@H](C)CO)C[C@H](C)[C@H](CN(C)Cc2ccncc2)OCCCC[C@@H](C)O3)cc1
  4.1, -0.3, 21.7*, -1.1, -0.6, 4.9, 5.3, 0.0
